# High-throughput results from PubChem.
# UTI89 phage lysis = protection from phage-mediated lysis, alamar blue read-out – E. coli UTI89, K1F phage, bacterial capsule biogenesis inhibitors (AID 488966). inhibition, % at 100 µM; hits with a dose series show IC50 in µM. 340,000 compounds, 0.02% hits. E. coli UTI89 K1F phage lysis, alamar blue, 2 h; higher % means a stronger effect;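 active = phage lysis inhibition, versus mean bacterial control, above a set limit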;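 note: capsule biogenesis inhibitors block K1F phage lysis so surviving cells raise fluorescence; higher fluorescence means more inhibition of phage lysis; actives were called in the ten point dose series up to 300 µM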
# KOR beta-arrestin-1 = kappa opioid receptor activators – cell-based, luminescence, uHTS, primary screen (AID 1777); KOR beta-arrestin recruitment, luminescence; higher % means a stronger effect; activation, % at 10 µM, or EC50 in µM where a hit was titrated; 280,000 compounds, 0.02% hits; in the data active = activation above about 50%, passing the limit was not always enough; note: a part of the inactive calls stands beside numbers as strong as those of hits
# GPR55 antagonists = GPR55 antagonists blocking LPI-driven arrestin recruitment, primary screen, imaging, U2OS, beta-arrestin-GFP, LPI agonist (AID 2013); one-dose inhibition, % at 10 µM; IC50 in µM for titrated hits; 290,000 compounds, 0.13% hits; U2OS GPR55 beta-arrestin-GFP translocation imaging, LPI antagonism; higher % means a stronger effect;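 active = spots per cell inhibited over 60%, with over 100 cells counted and total cytoplasm intensity under 500,000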;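 note: U2OS cells stably carrying GPR55 and arrestin-GFP stimulated by 5 µM LPI near EC80; imaged beta-arrestin-GFP aggregate spots per cell after agonist stimulation; plate controls were LPI-stimulated DMSO wells for no effect and DMSO wells without LPI for full effect; some results filed as inactive read as strong as hits; confirmed hits need IC50 under 10 µM and bright autofluorescent wells are also inconclusive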
# Rac1 GTP hydrolysis = MgcRacGAP GTPase-activating activity inhibitors, confirmation, biochemical, ADP Hunter fluorescence; MgcRacGAP-stimulated Rac1 GTP hydrolysis, ADP Hunter fluorescence; higher % means a stronger effect; GST-tagged Rac1 F28L mutant substrate; inhibition, % at 30 µM, or IC50 in µM where a hit was titrated; 340,000 compounds, 0.6% hits;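 active = first-screen hits whose inhibition reached a set limit at any dose in the follow-up dose series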;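 note: fluorescence reports GDP produced by GAP-driven GTP hydrolysis; strong numbers were not always called active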
# NTR1 ag = agonists of NTR1, primary screen, imaging, U2OS cells, beta-arrestin-GFP, high content (AID 493036); activation, % at 20 µM; NTR1-U2OS beta-arrestin-GFP spot imaging, agonist mode; P30989; 330,000 compounds, 0.17% hits;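 active = activation at or above 40% of the spot to cytoplasm intensity ratio, with at least 20 cells analyzed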;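 note: 0% = DMSO without peptide and 100% = 100 nM NTR1 peptide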
# Target sequence (P30989 whole entry, looked up): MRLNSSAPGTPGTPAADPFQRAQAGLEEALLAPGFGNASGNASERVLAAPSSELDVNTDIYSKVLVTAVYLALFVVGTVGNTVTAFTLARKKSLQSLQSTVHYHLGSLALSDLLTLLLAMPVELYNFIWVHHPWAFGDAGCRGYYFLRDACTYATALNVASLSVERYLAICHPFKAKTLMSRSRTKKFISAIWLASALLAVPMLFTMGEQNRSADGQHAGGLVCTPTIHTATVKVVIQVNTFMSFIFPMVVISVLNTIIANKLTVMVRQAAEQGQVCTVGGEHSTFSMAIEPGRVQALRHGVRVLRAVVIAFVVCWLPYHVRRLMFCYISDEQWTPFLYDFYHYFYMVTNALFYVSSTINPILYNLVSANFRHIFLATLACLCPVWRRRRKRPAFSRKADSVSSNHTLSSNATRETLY
# KOR beta-arrestin-2 = kappa opioid receptor blockers – cell-based, luminescence, uHTS (AID 1778); KOR beta-arrestin recruitment, luminescence, antagonist mode; higher % means a stronger effect; inhibition, % at 10 µM, or IC50 in µM where a hit was titrated; 290,000 compounds, 0.091% hits; in the data active = inhibition above about 50%; note: strong numbers were not always called active
# NOD1 NF-kB reporter = inhibition of NOD1-driven NF-kB reporter – cell-based, luminescence, uHTS, primary screen (AID 1578); NOD1-driven NF-kB luciferase reporter cells, luminescence; higher % means a stronger effect; inhibition, % at 4 µM; hits with a dose series show EC50 in µM; 290,000 compounds, 1% hits; in the data active = inhibition mostly above about 36%, no sharp cut-off; inactive = mostly below about 34%;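 note: HEK-293T reporter cells stimulated with the NOD1 agonist gamma-tri-DAP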
# GPR55 activation = GPR55 agonists via beta-arrestin recruitment, primary screen, imaging, U2OS cells, beta-arrestin-GFP redistribution (AID 1961) | U2OS GPR55 beta-arrestin-GFP redistribution imaging; higher % means a stronger effect | activation, % at 10 µM; hits with a dose series show EC50 in µM | 290,000 compounds, 0.048% hits;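 active = activation above 40% with more than 50 cells counted in the well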;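 note: U2OS osteosarcoma cells stably expressing GPR55 and beta-arrestin-GFP; plate controls were DMSO negative control for no effect and LPI positive control for full effect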
# GPR35 arrestin U2OS = inhibition of zaprinast-stimulated GPR35 beta-arrestin translocation – imaging, U2OS, beta-arrestin-GFP, zaprinast agonist, primary screen (AID 2058); U2OS GPR35 beta-arrestin-GFP translocation imaging, zaprinast antagonism; higher % means a stronger effect; one-dose inhibition, % at 10 µM; IC50 in µM for titrated hits; 290,000 compounds, 0.052% hits;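 active = inhibition of at least 50% with at least 30 cells and total cytoplasm GFP at most 10,000,000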
# NTR1 ag cell count 20 µM = further read-out of NTR1 ag, marked with its call; cell count; measured here: cell count, cytotoxicity flag
# * hit, by the source's call; . = no result given; [ ] = another dose, or the depositor's remark. The list is partial, so the mix of outcomes need not match the whole.
# Short forms: A = UTI89 phage lysis; B = KOR beta-arrestin-1; C = GPR55 antagonists; D = Rac1 GTP hydrolysis; E = NTR1 ag; F = NTR1 ag cell count 20 µM; G = KOR beta-arrestin-2; H = NOD1 NF-kB reporter; I = GPR55 activation; J = GPR35 arrestin U2OS
CCC(C)OC(=O)n1ccc(C(=O)Nc2nccs2)n1 (stereo not drawn)
  A: 1.3%	B: -0.4%	C: 7%	D: -1%	E: 0.0	F: 54	G: -7%	H: -18%	I: 0.3%	J: -16%
Cc1cc(C)n(CCC(=O)N/N=C/c2ccccc2O)n1
  A: 0.2%	B: -1.6%	C: 12%	D: 4%	E: 4.0	F: 84	G: 0%	H: 22%	I: -0.2%	J: -2%
Cc1ccc(C2=NN(CCC(=O)NC3CCCC3)C(=O)CC2)cc1
  A: 0.2%	B: -3.5%	C: 10%	D: 7%	E: 0.3	F: 72	G: -25%	H: -19%	I: -0.1%	J: 7%
CC(C)[N+]1=C2C=CC=CC=C2SC12C([N+](=O)[O-])=CC(=[N+]([O-])[O-])C=C2[N+](=O)[O-] (stereo not drawn)
  A: -0.2%	B: 6.6%	C: 0%	D: 13%	E: -0.9	F: 36	G: -4%	H: -8%	I: 0.5%	J: 2%
O=C(NCc1cccnc1)c1ccc(CS(=O)(=O)c2ccc(Cl)cc2)o1
  A: 0.0%	B: 3.2%	C: -13%	D: 11%	E: 0.9	F: 43	G: 5%	H: 18%	I: -0.1%	J: 6%
COc1ccc2cc3cc(C(=O)NCCN4CCc5ccccc5C4)sc3nc2c1
  A: 1.5%[50 µM]	B: 1.5%	C: 4%	D: 5%	E: 0.4	F: 61	G: -8%	H: -34%	I: -0.6%	J: -4%
COc1ccc(/C=C(\C#N)C(=O)Nc2cccc(C)n2)cc1
  A: 0.3%	B: -1.4%	C: 3%	D: 2%	E: -0.6	F: 133	G: -24%	H: -2%	I: 0.0%	J: -8%
CC(=O)c1ccc(NC(=O)C2C3C=CC(C3=C(c3ccccc3)c3ccccc3)C2C(=O)O)cc1 (stereo not drawn)
  A: 0.1%	B: 2.0%	C: -4%	D: 5%	E: 2.6	F: 60	G: -76%	H: 6%	I: 0.9%	J: -11%
Fc1cc2[nH]c(=S)[nH]c2c(Br)c1N1CCSCC1
  A: 0.1%	B: -1.4%	C: 1%	D: 9%	E: 7.3	F: 81	G: -7%	H: -10%	I: -0.1%	J: -22%
Cn1cc(S(=O)(=O)N2CCCC2)cc1C(=O)NCc1ccc(Cl)cc1
  A: -0.2%	B: 6.0%	C: -5%	D: 2%	E: -1.2	F: 40	G: 14%[20 µM]	H: -25%	I: 0.5%	J: -11%
Cc1cc(C)c(C(=O)CSc2nc3ccccc3c(=O)[nH]2)cc1C
  A: 0.6%	B: 2.4%	C: -5%	D: 3%	E: 12	F: 62	G: -52%	H: -40%	I: -0.1%	J: 0%
COCCCNC(=S)NNC(=O)c1cccnc1
  A: 9.4%	B: -2.4%	C: -26%	D: 9%	E: 2.5	F: 94	G: -1%	H: 11%	I: .	J: 5%
CCN1CCN(C(=O)c2ccc(OCC(=O)Nc3ccc(F)cc3)c(OC)c2)CC1
  A: 3.6%	B: -5.5%	C: 3%	D: 4%	E: 0.1	F: 55	G: 11%	H: -14%	I: 0.0%	J: 7%
Cc1ccc(C(=O)Nc2ccc(O)cc2C(=O)O)cc1
  A: -0.4%	B: -2.5%	C: 9%	D: 15%	E: 0.7	F: 65	G: -47%	H: 1%	I: -0.1%	J: -19%
COc1cc(-c2n[nH]c(=S)n2-c2ccc(Br)cc2)cc(OC)c1OC
  A: -1.3%	B: 2.1%	C: -2%	D: 5%	E: -0.3	F: 67	G: -34%[20 µM]	H: 9%	I: -0.1%	J: -7%
Cc1cccc(NC(=O)Cn2cnc3c(oc4ccccc43)c2=O)c1
  A: 0.0%	B: -1.9%	C: 8%	D: -5%	E: 1.0	F: 59	G: 0%	H: -44%	I: 0.0%	J: -1%
CCNC(=O)/C(C#N)=C/c1c(N2CCCCCC2)nc2ccccn2c1=O
  A: 0.2%	B: 1.5%	C: -5%	D: 9%	E: -0.6	F: 78	G: -25%	H: -8%	I: 0.0%	J: 12%
O=c1c2cnn(-c3ccccc3)c2nnn1Cc1ccccn1
  A: -1.6%	B: 1.8%	C: -5%	D: 4%	E: 1.0	F: 64	G: -18%	H: -17%	I: -0.1%	J: 3%
O=C(NC(=S)N1CCN(C/C=C/c2ccccc2)CC1)c1cccnc1
  A: 0.8%	B: 2.3%	C: 5%	D: 8%	E: 0.5	F: 46	G: -4%	H: -1%	I: -0.1%	J: 9%
CCOC(=O)c1[nH]c2cc(OC)c(OC)cc2c1NC(=O)CN(C)C1CCCCC1
  A: -0.8%	B: -1.7%	C: 7%	D: 8%	E: 1.6	F: 64	G: -16%	H: -14%	I: -0.1%	J: -1%
N#Cc1c(-c2ccccc2)ccnc1Oc1ccccc1
  A: 0.4%	B: 8.7%	C: 1%	D: 2%	E: -0.1	F: 54	G: -21%	H: 13%	I: 0.0%	J: 9%
COc1cc(C(=O)NCCCC2CCCC2)ccc1OC1CCN(C(C)=O)CC1
  A: 0.0%	B: 0.5%	C: 4%	D: 11%	E: 0.8	F: 67	G: -4%	H: -17%	I: 0.0%	J: -6%
Cc1ccc2nc(Cl)c(C#N)cc2c1
  A: 5.4%	B: .	C: 7%	D: 0%	E: 0.8	F: 60	G: 16%[20 µM]	H: -43%	I: -0.1%	J: 1%
O=S(=O)(NCCC1CC1(Cl)Cl)c1ccccc1 (stereo not drawn)
  A: -0.2%	B: .	C: -2%	D: -7%	E: 2.1	F: 44	G: -3%	H: 0%	I: 0.3%	J: 17%
COc1ccc(C2CC(c3cccs3)=NN2C(=O)CSc2nncs2)cc1OC (stereo not drawn)
  A: 0.1%	B: 1.8%	C: -1%	D: 1%	E: 1.3	F: 64	G: -32%	H: -41%	I: -0.2%	J: -1%
O=C(c1cccc(C(=O)N2CCN(c3ccc(F)cc3)CC2)c1)N1CCN(c2ccc(F)cc2)CC1
  A: 4.9%	B: 1.9%	C: -4%	D: 6%	E: 0.1	F: 65	G: -22%	H: 31%	I: -0.2%	J: 11%
Cc1ccc(Cn2ncc3c(N4CCN(Cc5ccc(Cl)cc5)CC4)ncnc32)cc1
  A: 0.5%	B: -1.8%	C: 7%	D: 5%	E: 12	F: 108	G: -4%	H: 42%	I: 0.0%	J: 12%
CCN1C(=O)CSC1=Nc1ccc(OC)cc1
  A: -1.9%	B: -2.9%	C: -10%	D: 11%	E: 0.8	F: 54	G: 1%[20 µM]	H: -24%	I: 0.0%	J: 4%
Fc1ccc(-c2cc(C(F)(F)F)nc(-n3cccn3)n2)cc1
  A: 2.4%[50 µM]	B: -1.1%	C: 0%	D: -6%	E: 2.0	F: 61	G: 20%	H: -8%	I: -0.2%	J: -11%
COc1ccc(CN2CCc3ccc(NC(=O)CCc4ccccc4OC)cc3C2)c(O)c1
  A: 0.1%	B: -2.0%	C: 6%	D: 6%	E: 3.7	F: 60	G: 9%	H: 6%	I: 29%	J: 1%
CC1CCN(C(=O)CSc2nc3ncccc3[nH]2)CC1
  A: 0.7%	B: 2.1%	C: 5%	D: 11%	E: 0.2	F: 75	G: -13%	H: -37%	I: -0.1%	J: -1%
NNC(=O)c1ccc(Cn2cc(Br)c(N)n2)cc1
  A: -0.5%	B: 5.6%	C: -3%	D: 4%	E: -0.2	F: 57	G: -19%	H: -19%	I: 0.5%	J: 13%
O=C(N1CCN(c2ccccn2)CC1)C(Cl)(Cl)Cl
  A: 7.4%	B: 18%	C: -10%	D: 3%	E: 2.4	F: 63	G: -23%	H: 33%	I: -0.8%	J: 15%
Cc1ccc2nc(NC(=O)CN3CCN(c4ccccn4)CC3)sc2c1
  A: 0.2%[50 µM]	B: 2.4%	C: 6%	D: 9%	E: -2.4	F: 90	G: -3%	H: -2%	I: -0.2%	J: -1%
COc1ccccc1N1CCN(/N=C/c2ccc([N+](=O)[O-])cc2)CC1
  A: -0.6%	B: -1.1%	C: 3%	D: 3%	E: 4.6	F: 59	G: 19%[20 µM]	H: -62%	I: -0.2%	J: 8%
O=C(c1ccco1)N1CCN(Cc2cccc(F)c2)CC1
  A: -0.3%	B: -1.9%	C: 2%	D: 15%	E: -0.5	F: 58	G: -36%	H: -11%	I: 0.0%	J: 24%
CC(C)COC(=O)NCC12C=CC(O1)C1C(=O)N(c3ccc(Cl)cc3)C(=O)C12 (stereo not drawn)
  A: -6.0%[50 µM]	B: -0.7%	C: -10%	D: 8%	E: -1.0	F: 74	G: 18%	H: -11%	I: -0.1%	J: 7%
CN(C)S(=O)(=O)c1cccc(NC(=O)CCCC2CCCCC2)c1
  A: -0.1%	B: 3.4%	C: -16%	D: 4%	E: 0.8	F: 50	G: -55%	H: 12%	I: 0.2%	J: -11%
O=C1OC(C(=O)O)Cc2ccccc21 (stereo not drawn)
  A: -1.1%	B: -1.1%	C: -4%	D: -5%	E: -0.5	F: 53	G: -28%	H: -27%	I: 0.5%	J: 10%
CCOC(=O)Nc1ccc2c(c1)N(C(=O)CN1CCN(C)CC1)c1ccccc1S2
  A: 6.8%	B: 47%	C: 6%	D: 12%	E: -0.8	F: 57	G: -19%	H: -33%	I: -0.1%	J: 7%

# Five compounds drawn at random from the list so far:
# Short forms: A = UTI89 phage lysis; B = KOR beta-arrestin-1; C = GPR55 antagonists; D = Rac1 GTP hydrolysis; E = NTR1 ag; F = NTR1 ag cell count 20 µM; G = KOR beta-arrestin-2; H = NOD1 NF-kB reporter; I = GPR55 activation; J = GPR35 arrestin U2OS
O=C(c1cccc(C(=O)N2CCN(c3ccc(F)cc3)CC2)c1)N1CCN(c2ccc(F)cc2)CC1
  A: 4.9%	B: 1.9%	C: -4%	D: 6%	E: 0.1	F: 65	G: -22%	H: 31%	I: -0.2%	J: 11%
CCN1C(=O)CSC1=Nc1ccc(OC)cc1
  A: -1.9%	B: -2.9%	C: -10%	D: 11%	E: 0.8	F: 54	G: 1%[20 µM]	H: -24%	I: 0.0%	J: 4%
COc1ccccc1N1CCN(/N=C/c2ccc([N+](=O)[O-])cc2)CC1
  A: -0.6%	B: -1.1%	C: 3%	D: 3%	E: 4.6	F: 59	G: 19%[20 µM]	H: -62%	I: -0.2%	J: 8%
O=C(c1ccco1)N1CCN(Cc2cccc(F)c2)CC1
  A: -0.3%	B: -1.9%	C: 2%	D: 15%	E: -0.5	F: 58	G: -36%	H: -11%	I: 0.0%	J: 24%
CC1CCN(C(=O)CSc2nc3ncccc3[nH]2)CC1
  A: 0.7%	B: 2.1%	C: 5%	D: 11%	E: 0.2	F: 75	G: -13%	H: -37%	I: -0.1%	J: -1%
